RAM network inh = inhibitors of the yeast RAM network, primary screen, dse1pr::URA3 reporter, 5-FOA selection; S. cerevisiae dse1pr::URA3 reporter, 5-FOA growth OD615, 2 d; analog-sensitive cbk1-as2 kinase mutant strain; inhibition, % at 50 µM; actives 1.8% (n = 190,000); AID 868, 2007;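 active = inhibition above a set limit, 3 SD over mean compound inhibition, cut at about 8.4% in these data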;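 note: 0% = DMSO-only wells with no growth and 100% = 10 µM 1-NA-PP1 full growth; inhibition rescues growth on 5-FOA so higher OD means more RAM inhibition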
PMI act = activators of human PMI, primary screen, biochemical, fluorescence intensity, near-Km mannose 6-phosphate; purified human PMI, coupled resazurin fluorescence, 20 min; hits give high values; 1 = vehicle control, 0 substrate-free wells; Mannose-6-phosphate isomerase (Homo sapiens), P34949; actives 0.005% (n = 190,000); activation factor at 20 µM; AID 1214, 2008;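 active = activation factor of 2 or more at 20 µM, relative to plate controls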
TLR4 MyD88 comp = inhibitors of TLR4-MyD88 association in cells, primary screen, cell-based, HeLa CL3-4, BLA complementation, FRET ratio; HeLa CL3-4 TLR4/MyD88 BLA complementation; actives 0.18% (n = 200,000); inhibition, % at 8.4 µM; in the data active = inhibition above about 25%;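 note: 0% = vehicle and 100% = reference inhibitor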
Target sequence (O00206 whole entry, looked up): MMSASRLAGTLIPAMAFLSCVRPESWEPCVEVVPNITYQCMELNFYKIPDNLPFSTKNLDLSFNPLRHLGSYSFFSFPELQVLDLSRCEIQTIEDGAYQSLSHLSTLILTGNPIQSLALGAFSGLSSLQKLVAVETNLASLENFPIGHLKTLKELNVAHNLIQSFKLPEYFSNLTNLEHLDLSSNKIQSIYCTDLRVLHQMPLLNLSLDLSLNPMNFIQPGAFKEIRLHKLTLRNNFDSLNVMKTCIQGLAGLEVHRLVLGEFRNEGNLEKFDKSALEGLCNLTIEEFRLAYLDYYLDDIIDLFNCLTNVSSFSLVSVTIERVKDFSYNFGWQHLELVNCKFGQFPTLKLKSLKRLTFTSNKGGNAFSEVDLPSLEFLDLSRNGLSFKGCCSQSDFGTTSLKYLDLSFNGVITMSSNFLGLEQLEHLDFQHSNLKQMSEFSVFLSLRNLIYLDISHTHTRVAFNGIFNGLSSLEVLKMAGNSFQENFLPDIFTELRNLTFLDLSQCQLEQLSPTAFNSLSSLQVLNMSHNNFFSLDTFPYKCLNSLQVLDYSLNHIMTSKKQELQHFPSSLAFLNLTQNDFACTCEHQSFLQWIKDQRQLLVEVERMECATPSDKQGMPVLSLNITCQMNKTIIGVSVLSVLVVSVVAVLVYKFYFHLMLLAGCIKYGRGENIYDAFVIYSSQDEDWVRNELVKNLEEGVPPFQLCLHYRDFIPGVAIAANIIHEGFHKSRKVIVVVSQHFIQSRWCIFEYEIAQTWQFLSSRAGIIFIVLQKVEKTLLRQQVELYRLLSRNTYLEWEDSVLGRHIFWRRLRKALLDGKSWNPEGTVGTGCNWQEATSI
Target sequence (Q99836 whole entry, looked up): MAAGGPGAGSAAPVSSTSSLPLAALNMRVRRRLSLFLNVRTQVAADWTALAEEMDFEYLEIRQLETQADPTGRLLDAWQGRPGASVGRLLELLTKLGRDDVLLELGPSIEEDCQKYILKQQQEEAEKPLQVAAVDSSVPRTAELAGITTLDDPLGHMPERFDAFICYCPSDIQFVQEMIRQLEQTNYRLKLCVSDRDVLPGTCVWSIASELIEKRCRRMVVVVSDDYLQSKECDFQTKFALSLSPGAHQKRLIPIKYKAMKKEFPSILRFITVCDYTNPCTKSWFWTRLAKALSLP
S1P3 antagonist = S1P3 receptor antagonists, primary screen, cell-based | Sphingosine 1-phosphate receptor 3 (Homo sapiens), Q99500 | CHO S1P3 NFAT-BLA reporter, FRET fluorescence, antagonist mode | inhibition, % at 4.98 µM | actives 0.27% (n = 170,000) | AID 485, 2006;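 active = inhibition above the plate cutoff, the mean inhibition of test wells on that plate plus 3 SD, cut at about 28% in these data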;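 note: cells challenged with S1P at its EC80 of 0.8 µM; blue over green emission ratio from cleaved BLA substrate after 4 h stimulation; 0% = S1P-stimulated wells and 100% = unstimulated DMSO-only wells; some compounds past the cut are filed as inactive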
Diaphorase inh = diaphorase inhibitors and chemical oxidizers, primary screen, counter-screen for diaphorase-coupled primary assays, biochemical, uHTS, resorufin fluorescence. diaphorase resazurin-to-resorufin fluorescence, NADH, 16 min; bacterial (C. kluyveri) enzyme, not human. inhibition, % at 20 µM. actives 0.69% (n = 190,000);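 active = primary screen inhibition at 20 µM above a set limit, cut at about 50% in these data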;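 note: plate controls were DMSO with full reaction for no effect and wells lacking NADH for full effect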
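Test system: diaphorase enzyme from Clostridium kluyveri; amount: diaphorase at 0.14 U/mL in enzyme working solution; detection: fluorescence of resorufin formed from resazurin, Ex 544/Em 590 nm; times: reaction incubation of 16 min at room temperature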
G6PDH counter = L. mesenteroides G6PDH inhibitors, counter-screen for G6PDH-coupled screening assays, biochemical, Leuconostoc mesenteroides enzyme | glucose-6-phosphate dehydrogenase [Leuconostoc mesenteroides] | Purified L. mesenteroides G6PDH, diaphorase/resazurin coupled fluorescence, 45 min | inhibition, % at 5 µM | actives 0.12% (n = 200,000)
Redox H2O2 prof = compounds producing H2O2 with reducing agent – biochemical, NIH compound library profiling, artefact control for MLSCN library redox annotation, primary screen. DTT-dependent redox cycling H2O2, phenol red/HRP absorbance; 100% = 100 µM peroxide control, 0% = buffer. activation, % at 10 µM. actives 0.03% (n = 200,000). AID 878, 2007;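 active = activation of at least 50% relative to the plate's high and low controls in the primary single-dose screen; inactive = activation below 50%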;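 note: compound incubated with DTT at 0.8 mM final as the reducing agent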
Hsp70 act = Hsp70 transcriptional activators, primary screen, cell-based, HeLa, Hsp70 promoter luciferase, luminescence, 10 µM; AID 1203, 2008; HeLa Hsp70 promoter luciferase reporter; scaled: vehicle 0, proteasome-inhibitor control 100%; actives 0.04% (n = 200,000); activation, % at 10 µM;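 active = activation above the mean across all tested compounds plus 3 SD, cutoff set per campaign, cut at about 5.5% in these data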;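 note: 100% = MG132 at 30 µM as the positive control and 0% = DMSO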
PMI act satM6P = human PMI activators, high substrate, primary screen, biochemical, fluorescence intensity, near-saturating mannose 6-phosphate. Mannose-6-phosphate isomerase (Homo sapiens), P34949. activation factor at 20 µM. actives 0.34% (n = 190,000). AID 1216, 2008. coupled PMI enzyme assay, resazurin fluorescence, 20 min; hits give high values; 1 = untreated enzyme, 0 = substrate-free blank;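 active = activation factor of 2 or more at 20 µM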
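assay system = human phosphomannose isomerase with PGI, G6PDH, diaphorase coupling enzymes | quantity = 15 ng/mL PMI | incubation = enzyme reaction with compound 20 min at room temperature | medium = HEPES pH 7.4 buffer with MgCl2 and Tween-20 | compound dosing = one concentration, 20 µM, in 1% DMSO | measured by = Diaphorase-driven resazurin-to-resorufin fluorescence, excitation 544, emission 590 nm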
Diaph act CS = compounds boosting diaphorase resazurin reduction – biochemical, uHTS, resorufin fluorescence, counter-screen for diaphorase-coupled primary assays, primary screen | activation factor at 20 µM | Diaphorase/resazurin coupled assay, 16 min; hits give high values; 1 = vehicle wells, 0 = NADH-free wells | actives 0.005% (n = 190,000);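 active = diaphorase activity raised at least twofold by the compound at 20 µM; inactive = activation factor below 2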
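System – purified diaphorase enzyme from Clostridium kluyveri · Input – enzyme 0.07 U/mL final · Also added – final NADH 0.114 mM, resazurin 0.1 mM · Measured by – fluorescence of resorufin, 544 nm excitation, 590 nm emission · Timing – 16 min enzyme reaction, ambient temperature · Measure – resorufin increase flagging diaphorase activators or reducers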
L major viab = Leishmania major promastigote growth inhibition, primary screen. Leishmania major promastigotes, resazurin fluorescence viability. inhibition, % at 10 µM. actives 9% (n = 200,000). AID 1063, 2008;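 note: promastigotes grown with compound for 44 hours at 28 °C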
Active calls of the source: *; / = no result given; & = joins results of further samples. Cut-off read from the data, not from the text of the source, unless noted: active = inhibition above about 50%; inactive = the rest.

Fields – RAM network inh, PMI act, TLR4 MyD88 comp, S1P3 antagonist, Diaphorase inh, G6PDH counter, Redox H2O2 prof, Hsp70 act, PMI act satM6P, Diaph act CS, L major viab
- Oc1ccc2ccccc2c1CN1CCN(c2ccccc2)CC1
 : -0.2, 0.8, -4, /, 17, 8, -0.1, -0.5, 1.4, 0.8, -7
- CS(=O)(=O)N1CCN(c2ccccc2NC(=O)c2ccc(Br)o2)CC1
 : 2.2, 0.9, -12, /, 18, 8, 2.7, 0.3, 0.8, 0.8, -1
- Cc1ccc(CCNC(=O)C2CCCN(C(=O)N(C)C)C2)cc1 (stereo unspecified)
 : 0.7, 1, 6, /, 4, 7, 0.1, -0.2, 1.1, 1, -6
- CC(=O)n1nc(-c2ccccc2)nc1NCc1ccc(N(C)C)cc1
 : 1.7, 1, 6, -11, 12, 9, -0.5, 0.2, 0.9, 0.9, -7
- O=C1c2ccccc2-c2onc3c(Oc4ccccc4)cc(O)c1c23
 : 3.1, 1, 8, /, 10, 5, 2.4, -0.3, 1, 0.9, -6
- COC(=O)CCSCC(=O)N1N=C(c2ccc(Br)cc2)CC1c1cccc(OC)c1OC (stereo unspecified)
 : 13*, 0.9, 3, 2, 15, 1, -0.5, -0.4, 0.9, 0.9, 10
- O=C(CSc1ncccn1)NCc1ccccc1Cl
 : -0.1, 1, 12, -12, -10, 21, -0.3, 0.8, 1.1, 1.1, -8
- COC(=O)C(C)(C)ONC(=O)Nc1ccccc1Cl
 : -0.6, 0.9, 0, 39*, 21, -3, -2.1, -0.1, 1, 0.8, 21
- C=CCN(CC=C)C(=O)Cc1ccc(F)cc1
 : -0.7, 1, -6, 5, 7, -2, 4.0, 0.4, 1, 0.9, -2
- CS(=O)(=O)N(CC(=O)NCCSc1ccc(Cl)cc1)c1ccc2c(c1)OCO2
 : 7.5, 0.9, 1, -19, 7, -20, 1.4, -0.3, 0.9, 0.9, -4
- COc1ccc(NC(=O)c2ccc(CNS(=O)(=O)c3cccc(OC)c3)cc2)cc1
 : 3.5, 0.9, 2, /, 10, 2, 0.0, -0.1, 0.9, 0.9, 0
- CCOC(=O)c1c(-c2ccc(F)cc2)csc1NC(=O)CCN1C(=O)c2ccccc2C1=O
 : 1.1, 0.9, -23, -1, 15, -20, 0.5, -0.4, 0.9, 0.9, -2
- COc1ccc(OC)c(N2C(=O)CC(Cc3ccc(Cl)cc3)C2=O)c1 (stereo unspecified)
 : 1.1, 1, 19, /, 10, -1, -0.6, -0.2, 1, 0.9, 4
- CC(Sc1nncs1)C(=O)Nc1ccc(Cl)cn1 (stereo unspecified)
 : 1.3, 1, -8, 8, -7, 5, 0.4, -0.3, 1.1, 1.1, -10
- Cn1nc(C(=O)NCc2ccccn2)c2ccccc2c1=O
 : 1.4, /, 3, 14, /, /, 2.2, -0.4, /, /, -4
- O=[N+]([O-])c1cccc(Cl)c1N1CCOCC1
 : 1.4, 1.1, -9, -6, 10, -1, -0.2, -0.1, 1, 0.9, -6
- COc1ccccc1N(CN1CCCC1=O)C(=O)c1c(F)cccc1F
 : 1.8, 1.1, 0, -31, 6, 7, -0.3, -0.4, 1, 0.9, -6
- CCCCC(CC)CNC(=O)c1ccc2c(c1)OCO2 (stereo unspecified)
 : -0.1, 1, 11, 19, 12, 4, 0.4, 0.6, 1, 0.9, 2
- O=C(N/N=C/c1ccc(N2CCOCC2)cc1)c1cccs1
 : 1.2, 0.9, 22, 6, 5, 8, -0.8, 0.3, 0.9, 1, 0
- NNC(=O)c1nn(-c2ccccc2)cc1O
 : 0.2, 1.1, 12, -4, 5, 6, -0.1, -0.3, 0.8, 1, -1

One compound at a time, as listed above. Order of screens: RAM network inh | PMI act | TLR4 MyD88 comp | S1P3 antagonist | Diaphorase inh | G6PDH counter | Redox H2O2 prof | Hsp70 act | PMI act satM6P | Diaph act CS | L major viab
`CS(=O)(=O)N1CCN(c2ccccc2NC(=O)c2ccc(Br)o2)CC1` as listed: 2.2 | 0.9 | -12 | / | 18 | 8 | 2.7 | 0.3 | 0.8 | 0.8 | -1
`COc1ccc(OC)c(N2C(=O)CC(Cc3ccc(Cl)cc3)C2=O)c1` (stereo unspecified) as listed: 1.1 | 1 | 19 | / | 10 | -1 | -0.6 | -0.2 | 1 | 0.9 | 4

Further compounds follow:
Fields – RAM network inh, PMI act, TLR4 MyD88 comp, S1P3 antagonist, Diaphorase inh, G6PDH counter, Redox H2O2 prof, Hsp70 act, PMI act satM6P, Diaph act CS, L major viab
- CC(=O)N(C)c1ccc(NC(=O)c2ccc([N+](=O)[O-])cc2Cl)cc1
 : 0.7, 1, -1, 8, 12, 11, 0.2, -0.3, 1, 0.9, -5
- Nc1nnnn1N=C1CCCCC1
 : -0.7, 1, -6, /, -4, 7, 1.5, 0.0, 1, 1, -4
- CCn1cnc2sc(C(=O)N3CCN(c4ccc(OC)cc4)CC3)c(C)c2c1=O
 : -0.8, 1, -3, -4, 17, 3, 1.9, -0.1, 0.6, 0.8, -1
- CC(=O)/C=C(/C)NC(Cc1c[nH]c2ccccc12)C(=O)O (stereo unspecified)
 : 0.5&2.5, 1&1, 1&7, -2, 12&-5, 3&5, 2.8&-0.9, 0.4&0.3, 0.9&1, 0.9&1.1, 1&-2
- CCOC(CNC(=O)c1ccc2nc(N3CCC(C)CC3)sc2c1)OCC
 : 1.5, 1, -4, /, 0, 5, 0.0, 0.0, 1, 1, 4
- CCOCCCNC(=O)Cc1ccc(F)cc1
 : 0.7, 1.1, -6, 6, 2, 6, -0.3, -0.3, 1, 1, -4
- COc1ccc(C(=O)c2c[nH]c(C(=O)NCC3CCCO3)c2)cc1 (stereo unspecified)
 : 1.6, 1.1, 6, /, -13, 6, -1.9, -0.1, 1, 1.1, -4
- CCCNC(=O)COC(=O)/C(C#N)=C/c1cc(C)n(CCC)c1C
 : 1.1, 1, -3, -3, 1, -2, -1.5, 0.1, 1, 1, -2
- COc1ccc(-c2nnn(CC(=O)c3ccccc3)n2)cc1OC
 : 0.4, 1, 1, /, 7, -3, 0.8, 0.1, 1, 0.9, 2
- CSc1ccccc1C(=O)Nc1cccc(C(C)O)c1 (stereo unspecified)
 : -0.6, 1, 2, -10, -8, -1, -0.3, -0.2, 1, 1.1, -3
- CCOC(=O)C(=O)N=Nc1c(O)n(C)c2ccccc12
 : 3.4, 0.9, -7, 20, 6, 9, 0.5, -0.1, 1, 0.9, -3
- COc1ccc(CNC(=O)CN(Cc2ccccc2)S(=O)(=O)c2ccc(Cl)cc2)cc1
 : 9.2*, 0.9, 13, /, 14, 9, 0.2, 1.1, 1, 0.9, 98*
- CCn1c(SCc2cc(=O)n3ccsc3n2)nc2ccccc21
 : 0.5, 1.3, -21, 0, 9, 6, -0.3, 0.0, 1.2, 0.9, -2
- Cc1cccc(C)c1NC(=S)N(Cc1cccnc1)Cc1ccccc1Cl
 : 2.5, 0.9, 5, -3, 16, 2, -0.2, -0.1, 0.8, 0.8, 94*
- COc1ccc(OC)c(NC(=O)CCN2CCC(C)CC2)c1
 : 2.4, 0.9, 4, -9, 16, 5, 2.5, 0.4, 0.9, 0.8, 2
- CC(C)CCNC(=O)CCSCCC(=O)NCCC(C)C
 : 1.5, 1.1, 1, -11, -4, 2, -0.5, -0.2, 1, 1, -4
- COc1cccc2sc(NC(=O)c3ccc(Br)s3)nc12
 : 4.6, 0.9, 3, /, 5, 6, 0.3, 0.8, 0.9, 0.9, 15
- COc1ccc2oc(=O)c(C(=O)NCC3CCCO3)cc2c1 (stereo unspecified)
 : 0.9, 0.9, 3, -4, 19, 4, 2.2, -0.3, 0.8, 0.8, -1
- CC1CCN(C(=S)c2cccc([N+](=O)[O-])c2)CC1
 : -0.7, 1, 1, 0, -5, 4, -1.0, 0.0, 1, 1, -1
- COc1cccc(C(=O)CSc2nnc(-c3ccco3)n2CC2CCCO2)c1 (stereo unspecified)
 : 1.2, 1, 3, -12, 4, -1, -0.1, 0.0, 1.1, 1, 0
- CC(C)C1=CC(=NS(=O)(=O)c2cccc([N+](=O)[O-])c2)C=C(C(C)C)C1=O
 : 1.0, 0.8, 0, /, 25, 37, -7.7, 0.6, 0.4, 0.7, 6
- CCCCNc1c(C(=O)OCC)c(=O)[nH]c2ccccc12
 : 0.4, 1, 0, -11, 20, 5, -1.2, -0.3, 0.9, 0.8, 19

7 entries out of the list above, arranged by the number in RAM network inh, low to high:
Compound	RAM network inh	PMI act	TLR4 MyD88 comp	S1P3 antagonist	Redox H2O2 prof	Hsp70 act	PMI act satM6P
CC1CCN(C(=S)c2cccc([N+](=O)[O-])c2)CC1	-0.7	1	1	0	-1.0	0.0	1
COc1ccc(-c2nnn(CC(=O)c3ccccc3)n2)cc1OC	0.4	1	1	/	0.8	0.1	1
CCn1c(SCc2cc(=O)n3ccsc3n2)nc2ccccc21	0.5	1.3	-21	0	-0.3	0.0	1.2
COc1ccc2oc(=O)c(C(=O)NCC3CCCO3)cc2c1 (stereo unspecified)	0.9	0.9	3	-4	2.2	-0.3	0.8
COc1ccc(OC)c(NC(=O)CCN2CCC(C)CC2)c1	2.4	0.9	4	-9	2.5	0.4	0.9
Cc1cccc(C)c1NC(=S)N(Cc1cccnc1)Cc1ccccc1Cl	2.5	0.9	5	-3	-0.2	-0.1	0.8
CCOC(=O)C(=O)N=Nc1c(O)n(C)c2ccccc12	3.4	0.9	-7	20	0.5	-0.1	1

Screening results: PubChem, several laboratories

Random draw from the library; overall some 12% were active at least once.
